HTT cytoprotect: cytoprotection in Huntington HTT-Q103 PC12 cell model; PC12 HTT-Q103 induced, cytoprotection, ATP luminescence, 40 h; Potency, µM (top dose mostly 56.4 µM), for inactives: cytoprotection (ATP increase), usual class: activators; 230,000 tested, 0.14% active;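 further: % of control where 0% means no effect; nearly all actives have a fitted effect of over 45% in size; toxic huntingtin expression switched on by the ecdysone agonist tebufenozide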
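Huntington model: PC12 line, ecdysone-inducible HTTQ103 exon1–GFP, tebufenozide 100 nM. Test articles in a dose series. Endpoint luminescence from cellular ATP.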
aGal spleen mod: inhibitors or activators of human alpha-galactosidase in spleen homogenate. human spleen homogenate, 4MU-alpha-Gal fluorescence, 40 min. Potency, µM (series often up to 80 µM), inactives show at the top dose activity change, negative = inhibition, usual class: inhibitors. 240,000 tested, 0.008% active. AID 2107;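 further: 0% = enzyme with vehicle and -100% = no enzyme basal signal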
Target sequence (P06280 32-429 limits assumed): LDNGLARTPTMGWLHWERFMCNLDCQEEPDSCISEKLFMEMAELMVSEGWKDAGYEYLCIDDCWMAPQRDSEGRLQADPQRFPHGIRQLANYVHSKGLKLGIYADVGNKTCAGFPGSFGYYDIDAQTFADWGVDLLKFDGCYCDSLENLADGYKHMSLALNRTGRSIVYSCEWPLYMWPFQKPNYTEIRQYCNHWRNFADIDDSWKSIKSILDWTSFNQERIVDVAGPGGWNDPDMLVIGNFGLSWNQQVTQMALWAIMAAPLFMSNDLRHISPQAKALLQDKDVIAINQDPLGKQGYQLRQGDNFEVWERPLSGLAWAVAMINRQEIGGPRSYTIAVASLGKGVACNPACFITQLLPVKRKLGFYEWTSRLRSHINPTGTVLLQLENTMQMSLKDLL
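Fluorogenic readout (Ex 365/Em 440 nm) of 4-methylumbelliferone released from 1 mM 4-MU-alpha-galactoside by spleen homogenate, 40 min at 37C, pH 5.0. Data normalized to no-enzyme and enzyme controls; Hill-equation AC50 from compound titrations.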
Tau fibril FP: tau fibrillization inhibition (FP); P10636; K18 P301L tau heparin fibrillization, Alexa594 FP, 6 h; Potency, µM (titrated, usually from 57.7 µM), inactives show at the top dose activity, negative = inhibition, most hits filed as inhibitors; 280,000 tested, 0.39% active; further: on the % scale 0 is the no-effect control and ±100 the full control effect; nearly all actives have a fitted effect of over 55% in size
Target sequence (P10636 561-689 P618L limits assumed): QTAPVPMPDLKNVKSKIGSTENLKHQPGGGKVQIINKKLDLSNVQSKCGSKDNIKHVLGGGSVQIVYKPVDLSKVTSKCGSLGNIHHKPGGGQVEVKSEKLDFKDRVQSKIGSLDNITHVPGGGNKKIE
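Steps: dispense K18 P301L tau (15 uM plus 0.24 uM Alexa 594 tracer, final) in pH 7 sodium acetate; add compound; add heparin (20 uM final); incubate 6 hr, 37 C; add ThT (30 uM final); after 1 hr ambient, read FP.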
Tau fibril ThT: inhibitors of human tau fibril formation, thioflavin T binding; P10636; recombinant tau K18 P301L, heparin-induced fibrillization, ThT fluorescence; Potency, µM (top dose mostly 57.4 µM), without a hit: at the top dose activity, negative = inhibition, actives largely listed as inhibitors; 270,000 tested, 2.1% active; AID 1460; further: on the % scale 0 is the no-effect control and ±100 the full control effect; nearly all actives have a fitted effect of over 55% in size
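Fibril formation assay: tau K18 P301L at 15 uM with trace Alexa 594 label, heparin inducer 20 uM, pH 7 sodium acetate buffer, 37 C for 6 hr; endpoint ThT signal.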
GAA inhib: blocks human lysosomal alpha-glucosidase; P10253; Potency, µM (top dose mostly 76.9 µM), for inactives: at the highest dose activity change, negative = inhibition, usual class: inhibitors; purified human GAA, 4-MU-alpha-glucoside fluorescence; 200,000 tested, 0.005% active;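 further: plate controls were uninhibited enzyme wells for no effect and no-enzyme background for full effect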
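Human alpha-glucosidase, 4 nM, pre-mixed with test compounds before 400 uM 4-methylumbelliferyl substrate; 20 min room temperature at pH 5.0. Fluorescence read after pH 10 stop; AC50 values from Hill-equation fits.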
GAA spleen mod: lysosomal alpha-glucosidase (human) modulation; P10253; human spleen homogenate, 4-MU-alpha-glucoside fluorescence; AID 2112; 240,000 tested, 0.006% active; Potency, µM (highest dose often 79.9 µM), for the others: at the top dose activity change, negative = inhibition, most hits filed as inhibitors;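 further: 0% = enzyme with vehicle and -100% = no enzyme basal signal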
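Human spleen homogenate (1 ug) incubated with compounds and 1 mM 4-methylumbelliferyl-alpha-D-glucopyranoside in pH 5.0 citrate/phosphate buffer, 37 C, 40 min. Stopped at pH 10; 4-MU fluorescence (Ex 365/Em 440 nm); AC50 by Hill fit.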
Tau fluor counter: counter-screen for tau fibril formation inhibitors; Potency, µM (highest dose often 57.7 µM), without a hit: at the highest dose activity change, negative = decrease; AID 1463; 280,000 tested, 0.93% active; tau K18 P301L Alexa594 fluorescence, heparin fibrillization; further: on the % scale 0 is the no-effect control and ±100 the full control effect; nearly all actives have a fitted effect of over 55% in size
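Human tau K18 P301L (15 uM unlabeled, 0.24 uM Alexa 594-labeled) in 100 mM sodium acetate pH 7 with 20 uM heparin, 6 hr at 37 C. ThT 30 uM added, 1 hr ambient; Alexa 594 FP and total fluorescence read at 555/632 nm.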
GAA glycogen: inhibitors or activators of human alpha-glucosidase glycogen cleavage; AID 2100; recombinant GAA, glycogen substrate, Amplex Red glucose oxidase fluorescence; P10253; 300,000 tested, 0.38% active; Potency, µM (highest dose often 76.4 µM), for inactives: at the top dose activity change, negative = inhibition, actives largely listed as inhibitors;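 further: 0% = full enzyme reaction and -100% = no-enzyme basal signal; the screen sought inhibitors and activators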
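Recombinant human enzyme (4 nM); glycogen substrate; 37 C, 40 min, pH 5.0. Readout: coupled glucose oxidase/Amplex Red fluorescence.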
* hit, by the source's call; ? = inconclusive; · = no result given; & = joins results of further samples; [ ] = dose if it differs, or a comment. The call rests on the fitted dose curve; in most records, active means well fitted curve in the direction sought with a large enough effect; inconclusive means small, poorly fitted or top-dose-only effect, or another doubt; inactive means no such curve, though single readings can be large; an effect the other way counts as inactive or inconclusive. Potency means the concentration at half of the fitted maximal effect.

structure	HTT cytoprotect	aGal spleen mod	Tau fibril FP	Tau fibril ThT	GAA inhib	GAA spleen mod	Tau fluor counter	GAA glycogen
COc1ccc(NC2=NCC(=O)N2c2ccccc2F)cc1	0.7%	10.7%	-2.6%	-1.6%	-3.2%	1.7%	3.7%	-1.5%
CC(=O)N(C(C)=O)c1ccc2nc(C)[nH]c(=O)c2c1	-26.0%[0.074 µM]	11.5%	-7.3%	0.3%	-4.8%	0.7%	2.3%	-5.0%
CCn1c2ccccc2c2cc(NC(=O)c3cccc(OC)c3)ccc21	4.6%[10 µM]	1.3%	10.2%	?	-1.1%	-3.5%	12.6µM*[quencher]	-3.3%
Cc1ccc2oc3c(c(=O)c2c1)C(c1cccc(Cl)c1)N(CCCN1CCOCC1)C3=O (stereo unspecified)	5.7%[10 µM]	-9.4%	2.9%	-8.3%	-2.7%	-9.7%	-5.2%	-13.0%
Cc1nc(CN2CCC(c3ccccc3)CC2)cc(=O)[nH]1	1.3%[10 µM]	-0.2%	0.9%	2.1%	6.3%	-1.5%	6.3%	10.7%
Cc1ccc(C(c2nnnn2C(C)(C)C)N2CCC(C)CC2)cc1 (stereo unspecified)	-23.4%[1.9 µM]	5.4%	-5.9%	-10.3%	-4.9%	-1.3%	-1.7%	5.4%
O=C(Nc1ccccc1)N1CCCC(c2nc(-c3cccs3)no2)C1 (stereo unspecified)	-16.7%[10 µM]	4.5%	-5.2%	-6.6%	-12.9%	-1.6%	-5.4%	-8.0%
CN(c1ccccc1)S(=O)(=O)c1cccc(NS(=O)(=O)c2ccc(/C=C/C(=O)O)cc2)c1	-1.5%	-3.6%	-8.7%	-9.8%	?	-22.9%	-12.5%	-12.8%
O=C(CSc1nnc(Nc2ccccc2)s1)NCc1ccco1	-12.8%	-2.9%	-1.3%	-1.1%	-5.8%	-2.6%	-13.9%	-1.9%
CCn1c(SCC(N)=O)nnc1-c1cc2c(C)nn(-c3ccccc3)c2s1	-35.1%	0.8%	12.7%	?	-5.7%	-13.8%	-4.6%	0.5%
CC12Cc3ccc4ccccc4c3C=C1C[N+](C)(C)C2 (stereo unspecified)	3.3%	1.6%	-9.5%	-12.1%	-12.4%	5.0%	-8.3%	-13.4%
O=c1oc2ccccc2c(NC(c2ccccc2)c2ccccc2)c1[N+](=O)[O-]	·	3.6%	3.7%	-3.2%	-0.5%	3.6%	?	-4.4%
O=C(Nc1ccc2c(c1)OCCO2)c1coc2ccccc2c1=O	-8.0%[10 µM]	-15.2%	2.2%	?	-4.5%	-5.7%	-10.5%	8.2%
COc1ccc(CNS(=O)(=O)c2cc3c(cc2Cl)N(C(C)=O)CCO3)cc1	·	·	4.7%	0.8%	·	·	-0.7%	9.2%[76.3 µM]
CCc1c(C)sc(NC(=O)c2cnn3cccnc23)c1C#N	-12.1%[0.074 µM]	1.4%	-5.2%	-10.1%	-4.2%	-3.4%	0.0%	-0.4%
COc1ccccc1NC(=O)C(=O)NNS(=O)(=O)c1ccc2ccccc2c1	5.1%[10 µM]	6.4%	1.8%	·	·	-5.4%	-13.8%	1.2%
COc1cccc2sc(N(C)c3ccccc3)nc12	-95.6%[inhibitor]	4.7%	11.9%	-18.7%	-8.7%	-2.9%	-15.4%	-6.9%
O=C(O)CCc1ncc(C(F)(F)F)cc1Cl	-6.3%	-6.2%	0.0%	-4.8%	-1.1%	-11.2%	-5.8%	1.8%
Cc1cccc(NC(=O)CCCN2C(=O)c3cccc4cccc(c34)C2=O)c1	-10.8%	-2.9%	-5.2%	0.4%	1.0%	-9.6%	0.6%	-1.7%
CCCCc1ccc(C2C3=C(CC(C)(C)CC3=O)NC3=C2C(=O)c2ccccc23)cc1 (stereo unspecified)	?	0.6%	6.9%	-11.1%	-10.9%	-1.8%	?	-15.5%
COc1ccc(OC)c(NC2c3ccccc3C(=O)N2c2cccnc2)c1 (stereo unspecified)	-34.6%	-4.1%	2.2%	-5.6%	-3.5%[15.4 µM]	-5.6%	-16.3%	0.1%
CCOc1ccc(-c2nnc(-c3ccncc3)o2)cc1OCC	·	-5.7%	-7.1%	0.7%	9.5%	-1.9%	6.6%	19.7%
CCN(CC)CCCN1C(=O)C(O)=C(C(=O)c2cc3ccccc3o2)C1c1ccccn1 (stereo unspecified)	2.3%	4.9%	-1.7%	-3.6%	-2.5%	5.6%	2.4%	-2.5%
COc1ccc(S(=O)(=O)Cc2ccc(C(=O)N3CCOCC3)o2)cc1	-11.8%	-9.9%	0.1%	5.4%	-12.9%	2.4%	9.5%	5.9%
CCOc1ncccc1C(=O)N(CC)CC(=O)Nc1ccc(NC(C)=O)cc1	34.4%[10 µM]	-3.3%	-3.7%	7.7%	-1.7%	-3.5%	9.6%	1.3%
CCN1CCN(C(=S)c2ccc(Cl)c(Cl)c2)CC1	-17.6%	1.1%	2.0%	-13.6%	-8.2%	2.1%	-5.5%	6.6%
Cc1ccc(CNS(=O)(=O)c2c(C)n(C)c(=O)n(C)c2=O)cc1	12.0%[10 µM]	1.7%	5.2%	·	·	2.4%	-9.2%	5.6%
CC[n+]1ccc(/C=C/c2ccc(N(C)C)cc2)c2ccccc21	-58.2%[inhibitor][10 µM]	-13.1%	?	1.41µM*	-10.4%	-3.2%	0.708µM*[fluorescent]	-12.1%
COc1cccc(C(=O)OC2CCCN(C)C2)c1 (stereo unspecified)	28.1%	-13.1%	-0.6%	-10.5%	0.3%	3.4%	-10.0%	9.3%
Cc1ccc(C)c(OCC(=O)N/N=C/c2ccsc2)c1	-12.4%	6.4%	-13.0%	-11.8%	-4.8%	-2.3%	-9.0%	-7.9%
Fc1ccc(N2CCN(c3nc(CN4CCOCC4)nc4scc(-c5ccccc5)c34)CC2)cc1	-50.3%[inhibitor]	6.1%	-1.2%	?	-8.3%	·	-10.3%	-20.8%
O=C(Nc1ccc(OCC(=O)N2CCOCC2)cc1)Nc1cccc2ccccc12	4.0%[10 µM]	4.0%	?	-12.5%	6.8%	3.1%	-16.8%	12.2%
COc1ccccc1S(=O)(=O)Cc1ccc(C(=O)N2CCN(c3ccc(C)cc3)C(C)C2)o1 (stereo unspecified)	2.5%[10 µM]	-11.1%	3.4%	?	-13.1%	-20.7%	-14.3%	-12.5%
Clc1ccc(OCCSc2nnnn2C2CCCCC2)cc1	-10.0%	3.0%	3.7%	-21.4%	-5.4%	-0.4%	-15.1%	-5.7%
CCC(=O)Nc1ccc(CC)cc1-c1nc2ccccc2n(CC(=O)Nc2ccccc2C)c1=O	·	·	4.0%	3.4%	·	·	5.9%	-1.2%[76.3 µM]
Cc1cccc(-c2nnc(NC(=O)c3ccc(Cl)cc3)o2)c1	-4.9%	-0.4%	-0.5%	-6.0%	-9.3%	-7.0%	-3.9%	1.0%
CCOc1ccc(C2C(C(=O)OC)=CN(CCOC)C=C2C(=O)OC)cc1	-13.6%[10 µM]	?	1.1%	3.6%	?	?	0.5%	4.9%
CCCC1(C(=O)OCC)NC(c2cc(OC)c(OC)c(OC)c2)C2C(=O)N(CC)C(=O)C21 (stereo unspecified)	-5.6%	4.9%	2.8%	-4.3%	-6.0%	2.0%	-3.4%	6.5%
O=S1(=O)Nc2c(ccc3cccnc23)-c2ccccc21	-18.6%[0.074 µM]	1.0%&2.4%	-14.5%	?	-2.5%	-7.6%&0.0%	-19.0%	-17.0%
Cc1cc(C)n2nc(CC(=O)NCc3ccc(F)cc3)nc2n1	-16.5%[10 µM]	-1.8%	4.9%	-6.9%	2.0%	-3.9%	-5.9%	0.5%
O=C(O)CN1CCCCCC1=O	-2.6%	-7.3%	-5.3%	-0.6%	0.6%	-2.2%	0.6%	-9.8%
CCOC(=O)N1CCC(NC(=O)C(NC(=O)C2CCC(C)CC2)C(C)CC)CC1 (stereo unspecified)	9.6%	1.9%	-0.6%	-0.6%	-1.7%	-6.2%	-1.4%	7.6%
CCn1cc(C(=O)N2CCN(c3ccccn3)CC2)c(=O)c2cc(S(=O)(=O)N3CCC(C)CC3)ccc21	-48.5%[inhibitor]	-3.3%	6.4%	-4.6%	-5.7%	-19.4%	-3.9%	1.0%
Cc1ccc(C(=O)c2c[nH]c3c(F)cc(F)cc3c2=O)cc1	0.8%[10 µM]	-4.6%	9.8%	2.8%	-4.5%	-3.2%	0.5%	14.7%
O=C(COc1ccccc1[N+](=O)[O-])Nc1cc(-c2nc3cc(Cl)ccc3o2)ccc1Cl	·	·	-5.7%	-10.7%	·	·	-16.6%	14.8%[76.3 µM]
Cc1cc([N+](=O)[O-])nn1CC(=O)Nc1ccc(Cc2ccncc2)cc1	·	2.8%	8.1%	-0.5%	-0.9%	6.8%	-2.8%	8.0%
C=C1CCN([C@H](C(=O)NCc2ccco2)C(C)C)S(=O)(=O)c2ccccc21	10.6%[10 µM]	0.8%	-3.4%	-4.3%	·	2.6%	-3.2%	-0.5%
COc1ccc(C(=O)COC(=O)CN2CC(=O)Oc3ccccc32)cc1Br	-10.2%	-3.1%	-8.9%	?	5.9%	-4.5%	-16.9%	3.14µM*

One compound at a time, as listed above. Values in the order: HTT cytoprotect, aGal spleen mod, Tau fibril FP, Tau fibril ThT, GAA inhib, GAA spleen mod, Tau fluor counter, GAA glycogen
Entry for CCN(CC)CCCN1C(=O)C(O)=C(C(=O)c2cc3ccccc3o2)C1c1ccccn1 (stereo unspecified) = 2.3%, 4.9%, -1.7%, -3.6%, -2.5%, 5.6%, 2.4%, -2.5%
Entry for O=C(O)CCc1ncc(C(F)(F)F)cc1Cl = -6.3%, -6.2%, 0.0%, -4.8%, -1.1%, -11.2%, -5.8%, 1.8%
Entry for Cc1ccc(CNS(=O)(=O)c2c(C)n(C)c(=O)n(C)c2=O)cc1 = 12.0%[10 µM], 1.7%, 5.2%, ·, ·, 2.4%, -9.2%, 5.6%

Source: PubChem (National Center for Advancing Translational Sciences (NCATS))
